From PubChem
HIV Rev-RRE inh – HIV-1 Rev-RRE binding inhibitors, primary screen, biochemical, FRET, protein-RNA interaction | P05866 | Rev peptide-RRE RNA binding | inhibition, % at 8 µM | 0.79% of 97,000 active | AID 704, 2007;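 active = inhibition above the screen-wide mean plus 3 SD, cut at about 35% in these data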;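 also: 0% = median DMSO wells and 100% = median Neomycin B control wells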
Target sequence (P05866 whole entry, looked up): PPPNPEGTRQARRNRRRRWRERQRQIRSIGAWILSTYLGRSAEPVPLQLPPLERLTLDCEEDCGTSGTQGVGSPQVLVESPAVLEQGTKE
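Test system: labelled RRE RNA duplex and labelled Rev peptide. Times: 5 min compound–RNA preincubation, then 15 min with peptide, 25 °C. Doses: single-dose 8 µM. Measured by: FRET, excitation 480 nm, emission 540 nm donor and 671 nm acceptor. Measure: % inhibition of FRET ratio versus controls.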
PLK1 inh – human PLK1 kinase inhibitors, primary screen, biochemical, TR-FRET. Serine/threonine-protein kinase PLK1 (Homo sapiens), P53350. recombinant PLK1 kinase, TR-FRET peptide phosphorylation. inhibition, % at 10 µM. 0.53% of 97,000 active;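 active = inhibition of 50% or more in the single-concentration screen; inactive = inhibition below 50%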;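 also: 0% = DMSO max control and 100% = H-89 dihydrochloride min control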
Target sequence (P53350 whole entry, looked up): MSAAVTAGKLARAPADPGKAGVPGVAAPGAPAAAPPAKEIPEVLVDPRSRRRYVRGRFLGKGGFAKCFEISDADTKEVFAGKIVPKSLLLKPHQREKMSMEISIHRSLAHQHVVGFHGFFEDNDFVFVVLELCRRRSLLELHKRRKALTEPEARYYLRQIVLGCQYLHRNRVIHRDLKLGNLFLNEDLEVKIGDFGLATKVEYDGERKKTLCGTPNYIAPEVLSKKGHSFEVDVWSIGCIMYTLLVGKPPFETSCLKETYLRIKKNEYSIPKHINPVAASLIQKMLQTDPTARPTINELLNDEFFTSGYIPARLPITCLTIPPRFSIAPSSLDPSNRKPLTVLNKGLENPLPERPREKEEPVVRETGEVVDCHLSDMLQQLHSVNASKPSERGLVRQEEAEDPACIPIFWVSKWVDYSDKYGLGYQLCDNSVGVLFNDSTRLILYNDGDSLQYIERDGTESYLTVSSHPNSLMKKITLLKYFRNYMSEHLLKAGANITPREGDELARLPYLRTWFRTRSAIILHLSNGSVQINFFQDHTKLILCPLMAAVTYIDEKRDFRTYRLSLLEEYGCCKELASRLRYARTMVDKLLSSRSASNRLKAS
Candida biofilm – clotrimazole potentiators killing Candida biofilms, primary screen, with clotrimazole, Alamar Blue; C. albicans biofilm + clotrimazole; inhibition, % at 6 µM; 0.14% of 85,000 active; AID 834, 2007;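 active = inhibition above 20%; inactive = inhibition below 20%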;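 also: preformed 24 hr biofilms exposed to compound for 48 hr; 0% = biofilm without compound and 100% = blank killed by clotrimazole plus chlorhexidine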
EphB4 ephrin blk – EphB4-ephrin-B2 interaction antagonists, primary screen, biochemical, TNYL-RAW peptide probe, fluorescence polarization; Ephrin type-B receptor 4 (Homo sapiens), P54760; EphB4 LBD / TNYL-RAW-Alexa532 peptide; inhibition, % at 7 µM; 0.15% of 97,000 active; AID 720, 2007;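 active = inhibition above the screen-wide mean inhibition plus 3 SD, cut at about 15% in these data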;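 also: 0% = DMSO wells and 100% = excess unlabeled TNYL-RAW peptide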
CYP2C9 inhib – blockers of cytochrome P450 2C9 activity – biochemical, luminescence, ADME assay, primary screen | P11712 | CYP2C9 Supersomes, luciferin-H conversion | inhibition, % at 5 µM | 20% of 96,000 active;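 active = blocking of liver enzyme CYP2C9 beyond about 50% at 5 µM, limit read from the data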; also: values of inactives mirror those of a sister screen read the other way
CYP2C9 act – human CYP2C9 activators, primary screen, biochemical, luminescence; recombinant CYP2C9, luciferin-H conversion; active compounds read high; factor 1 = untreated enzyme, 0 = blocked; 1.4% of 96,000 active; activation factor at 5 µM; Cytochrome P450 2C9 (Homo sapiens), P11712;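 active = activation factor of 2 or more for CYP2C9 at a 5 µM dose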;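 also: 0 = sulfaphenazole-blocked wells and 1 = vehicle-only wells; values of inactives mirror those of a sister screen read the other way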
PTPN22 inh 2 – PTPN22 phosphatase inhibitors, primary screen, biochemical, DiFMUP fluorescence, 2 µM. 0.21% of 96,000 active. inhibition, % at 2 µM. AID 640, 2007. recombinant LYP catalytic domain;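 active = inhibition at 2 µM at or above a set limit, the screen mean plus 3 SD, cut at about 24% in these data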;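 also: 0% = DMSO with enzyme and 100% = enzyme fully blocked by orthovanadate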
PTPN22 act – LYP phosphatase activators, primary screen, biochemical, DiFMUP fluorescence, 2 µM; recombinant LYP; 0 = plate median, 100 = signal doubled; activation, % at 2 µM; 0.11% of 96,000 active; AID 697, 2007;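 active = activation at 2 µM above a set limit, the mean plus 5 SD, cut at about 37% in these data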
PLK1 PBD inh – Plk1 polo box domain binding inhibitors, primary screen, biochemical, fluorescence polarization | AID 693, 2007 | Plk1 PBD phosphopeptide binding | inhibition, %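 (tested at about 20 µM)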 | Serine/threonine-protein kinase PLK1 (Homo sapiens), P53350 | 0.13% of 97,000 active; in the data active = inhibition above about 34%, passing the limit was not always enough
* = called active by the depositor; · = no result given; & = joins results of further samples. No enrichment for hits (roughly 20% active in at least one column).

SMILES	HIV Rev-RRE inh	PLK1 inh	Candida biofilm	EphB4 ephrin blk	CYP2C9 inhib	CYP2C9 act	PTPN22 inh 2	PTPN22 act	PLK1 PBD inh
CC(C)CC(=O)Nc1nc2ccc(S(=O)(=O)N3CCOCC3)cc2s1	5.2	10.0	-1.2	4.7	14.8	0.9	6.8	-5.1	3.2
N#Cc1nc(-c2cccs2)oc1NCc1ccccc1Cl	9.1	-7.0	-4.8	-0.8	57.0*	0.4	6.5	-8.5	11.9
Cn1nc(C(=O)Nc2cccnc2)c2ccccc2c1=O	5.4	-5.4	5.4	1.0	12.6	0.9	9.2	-12.5	3.4
CCC(=O)N1CCc2cc(S(=O)(=O)CCC(=O)Nc3c(C)n(C)n(-c4ccccc4)c3=O)ccc21	3.9	-10.9	-0.8	-5.4	·	·	-7.2	6.4	-0.9
O=C(CSc1nnc(-c2ccc(F)cc2)o1)Nc1ccc(S(=O)(=O)N2CCCCCC2)cc1	7.0	-12.4	3.6	3.4	-5.8	1.1	5.7	-7.7	0.5
CCOC(=O)C1CCN(Cc2ccc(C(=O)OC)cc2)CC1	-3.9	-4.3	·	-3.3	6.7	0.9	-12.5	17.6	5.2
Cc1ccccc1NC(=O)CN1C(=O)NC(C)(c2ccc3c(c2)OCO3)C1=O (stereo not drawn)	0.9	2.8	10.8	-0.5	10.3	0.9	-11.6	8.7	-2.0
Cc1cc(C)c(S(=O)(=O)c2ccccc2C(=O)O)c(C)c1	12.2	0.2	3.0	3.3	8.6	0.9	3.4	-1.7	4.4
N#CC(C(=O)c1ccc(S(=O)(=O)N2CCCCCC2)cc1)c1nc2ccccc2[nH]1 (stereo not drawn)	1.6	-17.1	8.3	1.7	67.8*	0.3	-0.9	1.0	1.5
Cc1noc(C)c1C(=O)Nc1ccc(F)cc1F	9.6	-7.4	6.0	-2.7	-6.2	1.1	8.0	-5.8	-15.8
Cc1ccc(-c2nn(CC(=O)NCCN3CCOCC3)c(=O)c3ccccc23)cc1	1.1	-8.8	11.8	3.8	-9.1	1.1	16.9	-13.7	10.5
Cc1ccc(S(=O)(=O)N(CC(=O)NCCC2=CCCCC2)Cc2ccccc2F)cc1	-1.1	-13.4	·	-4.1	51.7*	0.5	13.5	-10.4	2.4
COc1ccccc1N(Cc1cc2cccc(C)c2[nH]c1=O)C(=O)C(C)C	10.5	0.9	6.6	5.6	37.6	0.6	-3.0	-0.1	-9.1
Cc1ccc(S(=O)(=O)N/N=C/c2c(C)nn(-c3ccccc3)c2C)cc1	-2.5	-13.3	·	-5.7	75.4*	0.2	-7.4	3.0	13.6
O=C(Oc1ccc(Cl)c2ccccc12)N1CCCCC1	11.8	-7.2	5.7	-5.1	42.4	0.6	-11.4	12.1	-8.6
CC1CN(C(=O)c2cc(F)c(F)cc2Cl)CC(C)O1 (stereo not drawn)	2.7	-10.9	-4.6	2.4	·	·	4.5	-1.3	-10.3
COn1c(-n2nc(C)cc2C)nc2ccccc2c1=O	11.2	0.4	6.2	-1.5	-2.8	1	-13.8	14.3	20.7
CC(=O)NC1(C(Cl)(Cl)Cl)Oc2ccccc2O1	2.1	-12.7	·	1.4	7.0	0.9	14.4	-11.0	5.9
O=C(c1ccc(-c2ccccc2)cc1)N1CCC(C(=O)N2CCCC2)CC1	0.9	-15.7	6.4	-3.5	21.1	0.8	-8.0	4.4	-2.3
CN(C)CCOC(=O)C1(c2ccccc2)CCOCC1	3.0&2.8	-8.2&-6.6	-6.2&3.3	11.3&-1.8	1.7&11.9	1&0.9	-2.5&-5.3	-0.3&7.6	0.0&32.2

Next part; the last 4 above are carried over.
SMILES	HIV Rev-RRE inh	PLK1 inh	Candida biofilm	EphB4 ephrin blk	CYP2C9 inhib	CYP2C9 act	PTPN22 inh 2	PTPN22 act	PLK1 PBD inh
COn1c(-n2nc(C)cc2C)nc2ccccc2c1=O	11.2	0.4	6.2	-1.5	-2.8	1	-13.8	14.3	20.7
CC(=O)NC1(C(Cl)(Cl)Cl)Oc2ccccc2O1	2.1	-12.7	·	1.4	7.0	0.9	14.4	-11.0	5.9
O=C(c1ccc(-c2ccccc2)cc1)N1CCC(C(=O)N2CCCC2)CC1	0.9	-15.7	6.4	-3.5	21.1	0.8	-8.0	4.4	-2.3
CN(C)CCOC(=O)C1(c2ccccc2)CCOCC1	3.0&2.8	-8.2&-6.6	-6.2&3.3	11.3&-1.8	1.7&11.9	1&0.9	-2.5&-5.3	-0.3&7.6	0.0&32.2
COC(=O)CSc1nnc(CNc2ccc(Cl)cc2)n1-c1ccccc1	3.3	-19.7	7.6	-1.1	26.7	0.7	-8.9	11.2	20.8
O=C(CSc1nnnn1-c1ccc2c(c1)CCC2)NCc1cccs1	11.0	-8.2	0.9	6.3	-48.0	1.5	1.0	1.5	15.4
O=C(Nc1ccc(Cl)cc1)N1CCC(c2nc(-c3cccs3)no2)CC1	9.0	-0.1	4.3	2.5	18.0	0.8	9.0	-11.2	-4.5
CC(C)c1nnc(SCC(=O)Nc2ccc3c(c2)OCO3)n1C	9.6	-3.4	5.5	1.4	·	·	-5.4	5.9	1.1
CCCCOc1ccc(CNC(=O)NS(=O)(=O)c2ccc(OCC)cc2)cc1	-7.2	-8.3	8.9	-6.0	86.4*	0.1	15.9	-16.6	-1.3
CCn1c(=O)n(CC)c2cc(S(=O)(=O)N3CCCCC3)c(C)cc21	3.4	-12.3	-2.8	1.3	29.2	0.7	8.2	-7.3	-17.8
NC1=NC(c2cn(-c3ccccc3)nc2-c2cccs2)n2c(nc3ccccc32)N1 (stereo not drawn)	12.4	-17.4	6.1	2.3	-2.7	1	16.8	-18.1	6.8
O=C1CN(C(=O)CCN2CCOCC2)C(c2ccccc2)c2cc(Br)ccc2N1 (stereo not drawn)	2.1	4.5	4.0	-4.8	19.3	0.8	-6.3	3.5	-25.9
C/C(=N\OC(=O)c1ccc(Cl)cc1)c1sc(-c2ccccc2)nc1C	12.1	-9.3	·	-4.6	-2.1	1	4.1	-5.8	15.5
Nc1nc(SCC(=O)N2CCCC2)[nH]c(=O)c1NC(=O)c1ccco1	8.4	-8.1	8.7	1.3	46.2	0.5	4.5	-7.6	-4.7
CCCOn1c(-n2nc(C)cc2C)nc2ccccc2c1=O	3.6	-12.7	6.3	-4.6	11.3	0.9	-3.2	5.7	12.8
O=C(CSc1nnc(-c2cccnc2)n1-c1ccccc1)NCc1ccc2c(c1)OCO2	0.6	15.0	6.1	1.7	18.5	0.8	-8.6	7.3	12.6
CCCN1C(=O)C(O)(CC(=O)c2cccc(OC)c2)c2ccccc21 (stereo not drawn)	0.1	-22.3	6.1	-6.2	40.8	0.6	-4.4	7.2	4.2
COc1cccc(C2C(C(=O)c3cccs3)=C(O)C(=O)N2CCN(C)C)c1OC (stereo not drawn)	6.2	-12.7	7.4	0.6	-3.9	1	9.7	-10.8	-8.9
Cc1cc(C)c2nc(C(F)(F)F)nc(N3CC(C)OC(C)C3)c2c1 (stereo not drawn)	15.1	-4.1	5.2	-3.8	-19.9	1.2	8.5	-7.1	-22.4
COCCn1c(N)c(C(=O)Nc2sc3c(c2C(=O)OC)CCCC3)c2nc3ccccc3nc21	11.8	-8.4	8.1	-5.7	12.6	0.9	-1.3	-2.2	-8.3
CCn1c(SCc2ccc(C(=O)Nc3cc(C)cc(C)c3)cc2)nnc1-c1ccncc1	-1.5	-4.0	·	-4.9	42.2	0.6	12.2	-9.4	4.2
CN1CCN(c2nc3c(c(=O)n(C)c(=O)n3C)n2CC(N)=O)CC1	0.7	2.9	6.2	-2.8	7.7	0.9	-9.8	7.7	-21.4
COC(=O)c1ccccc1CON1C(=O)C(C)(C)N(OCc2ccccc2C(=O)OC)C(=O)C1(C)C	7.0	-8.2	1.5	6.3	25.8	0.7	-4.1	1.2	-0.9
CCOC(=O)c1cnn(-c2ccccc2)c1NC(=O)c1ccc(C)cc1	0.9	-5.1	3.0	5.1	25.3	0.7	5.8	-6.5	-0.7
CCC1(CC)C(=O)N(C)C(=O)NC1=Nc1ccccc1	5.3	-9.3	3.9	0.0	12.0	0.9	3.1	-3.5	-15.7
COc1ccc(S(=O)(=O)N2CCC(O)(c3ccc(Cl)cc3)CC2)cc1	9.1	-7.3	6.7	4.4	-134.3	2.3*	-4.3	2.9	5.2
CCOc1ccc(C2OC(=O)Cc3cc(OC)c(OC)cc32)cc1 (stereo not drawn)	13.4	-6.7	·	3.3	26.4	0.7	0.1	2.6	-31.4
COc1ccc(C)cc1NC(=O)c1nnn(CCc2ccccc2)c1N	-1.7	-0.3	11.4	-2.4	-23.1	1.2	8.4	-11.1	-14.4
Cc1cccc(-n2c(O)c(C=Nc3ccccc3N)c(=O)[nH]c2=O)c1	15.6	-6.5	5.9	7.9	0.2	1	4.6	-2.3	12.8
Cc1ccc(CSCCNS(C)(=O)=O)cc1	5.9	-10.5	5.6	2.5	19.6	0.8	-8.8	8.0	9.3
COc1ccc(CC(=O)Nc2c3c(nn2-c2cccc(Cl)c2)CS(=O)C3)cc1 (stereo not drawn)	5.8	-14.1	4.5	7.3	·	·	3.2	-6.5	17.5
O=C(CN(CC1CCCO1)C(=O)CCC(=O)Nc1ccccn1)NCc1ccccc1 (stereo not drawn)	4.8	18.6	3.8	0.3	·	·	2.9	-2.5	-4.8
COc1ccc(NC(=O)c2sc(NC(=O)COc3ccccc3)nc2C)cc1	6.0	2.4	·	2.1	49.5	0.5	-7.4	11.1	8.8
CN1Cc2cc(C(=O)c3cc(Cl)cc(CSc4ncccn4)c3O)cnc2NC1=O	8.2	-6.2	7.9	4.1	32.2	0.7	-8.7	5.5	2.9
O=C(O)C1CC(=O)N(c2ccc(OCc3ccc(Cl)cc3Cl)cc2)C1 (stereo not drawn)	7.1	-6.8	-3.7	7.5	-27.5	1.3	5.0	-5.5	-5.7
O=C(O)C1CCCN1C(=O)Oc1ccccc1 (stereo not drawn)	9.7	-8.6	-0.1	-0.8	-11.9	1.1	-4.7	4.0	5.1
CCC(=O)N1CCN(c2ccccc2NC(=O)c2cccc(C)c2)CC1	2.1	-12.2	-0.5	-4.3	71.2*	0.3	-1.0	1.2	-0.4
COc1cccc(CCC(=O)O)c1OC	7.0	-9.5	8.0	-0.7	·	·	-2.9	1.3	-39.4
Cn1c(C(=O)NCc2ccccn2)cc2c(=O)n(C)c3ccccc3c21	5.1	-13.2	0.4	0.2	-25.4	1.3	-13.1	9.9	0.7
CC1CCc2c(sc3nc4n(c(=O)c23)CCS4)C1 (stereo not drawn)	6.5	8.7	-2.3	13.9	28.1	0.7	9.7	-11.9	6.7
O=C(C/C=N/OCc1c(Cl)cccc1Cl)c1ccc(Cl)cc1	14.2	-10.3	·	-5.4	10.1	0.9	1.4	-5.4	19.6
COc1ccc(/C=C/c2c([N+](=O)[O-])c(=O)n(C)c(=O)n2C)cc1OC	2.6	4.0	·	-0.4	8.9	0.9	-6.0	11.9	26.6
CN(C)CCNC(=O)C1CCCNC1=O (stereo not drawn)	8.9	-14.5	7.7	11.3	-9.2	1.1	10.1	-10.2	-5.6
